Screening data: PubChem, Sanford-Burnham Center for Chemical Genomics
EBI2 block: blocks human EBI2 receptor beta-arrestin signaling; P32249; EBI2 beta-arrestin recruitment, luminescence, 7a,25-OHC stimulated; inhibition, % at 5 µM; 360,000 compounds, 0.81% hits; AID 651636; in the data active = inhibition above about 38%;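 also: enzyme fragment complementation signal reports receptor beta-arrestin coupling in cells; 0% = agonist plus DMSO wells and 100% = wells without agonist; some results beyond the cut were filed as inactive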
Target sequence (P32249 whole entry, looked up, the tested form may be a part): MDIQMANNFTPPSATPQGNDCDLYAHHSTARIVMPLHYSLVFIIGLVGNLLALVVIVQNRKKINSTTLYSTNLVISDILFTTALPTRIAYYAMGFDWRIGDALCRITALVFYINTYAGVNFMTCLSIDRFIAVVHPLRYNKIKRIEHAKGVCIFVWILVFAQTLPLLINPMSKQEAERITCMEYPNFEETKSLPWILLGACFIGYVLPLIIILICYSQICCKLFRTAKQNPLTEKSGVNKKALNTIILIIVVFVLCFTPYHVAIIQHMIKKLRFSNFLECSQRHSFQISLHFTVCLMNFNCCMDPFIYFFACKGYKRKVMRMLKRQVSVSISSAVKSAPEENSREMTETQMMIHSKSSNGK
CXCR6 block: CXCR6 (human) receptor inhibition; CHO-K1 PathHunter CXCR6 beta-arrestin, luminescence; inhibition, % at 20 µM; 360,000 compounds, 0.36% hits; AID 602244; in the data active = inhibition above about 34%, passing the limit was not always enough;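 also: antagonist mode with CXCL16 agonist at 10 nM final; 0% = 10 nM CXCL16 with DMSO and 100% = unstimulated wells without agonist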
Gli-Sufu antag: antagonists of Gli-Sufu signaling | Sufu-KO-LIGHT fibroblasts, Gli luciferase reporter luminescence | inhibition, % at 5 µM | 340,000 compounds, 0.74% hits;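 active = inhibition above about 55%, limit read from the data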;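 also: 0% = DMSO-treated cells and 100% = wells with medium but no cells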
697 NFkB inh: inhibitors of the PMA/ionomycin-induced NF-kB reporter in 697 B cells; 697 B-cell NF-kB luciferase reporter, 16 h; inhibition, % at 4 µM; 330,000 compounds, 0.33% hits; AID 435022; in the data active = inhibition above about 35%
UBC13 inh: blocks human UBC13 polyubiquitin chain formation; P61088; TR-FRET; inhibition, % at 20 µM; 330,000 compounds, 0.47% hits; AID 485273; in the data active = inhibition above about 45%, passing the limit was not always enough
Target sequence (P61088 whole entry, looked up): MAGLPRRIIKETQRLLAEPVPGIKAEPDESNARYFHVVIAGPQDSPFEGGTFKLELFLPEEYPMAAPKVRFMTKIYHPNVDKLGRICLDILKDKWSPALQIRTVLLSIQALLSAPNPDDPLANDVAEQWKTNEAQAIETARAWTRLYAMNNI
CCR6 antagonist: CCR6 (human) receptor antagonism; CHO-K1 CCR6 PathHunter beta-arrestin, luminescence, CCL20-stimulated; inhibition, % at 20 µM; 340,000 compounds, 0.49% hits;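 active = compounds whose inhibition of the agonist-driven luminescence signal at 20 µM reaches about 50%, limit read from the data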;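 also: cells stimulated with CCL20 at 14 nM final; plate controls were DMSO with CCL20 for no effect and DMSO without agonist for full effect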
APJ antagonist: APJ receptor antagonism; CHO-K1 APJ beta-arrestin complementation, luminescence; inhibition, % at 20 µM; 330,000 compounds, 0.32% hits; AID 2521; P35414;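 active = inhibition above about 40% at 20 µM, limit read from the data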;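 also: cells challenged with 10 nM apelin-13 agonist together with compound; plate controls were apelin-13 plus DMSO wells for no effect and DMSO wells lacking apelin-13 for full effect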
Target sequence (P35414 whole entry, looked up): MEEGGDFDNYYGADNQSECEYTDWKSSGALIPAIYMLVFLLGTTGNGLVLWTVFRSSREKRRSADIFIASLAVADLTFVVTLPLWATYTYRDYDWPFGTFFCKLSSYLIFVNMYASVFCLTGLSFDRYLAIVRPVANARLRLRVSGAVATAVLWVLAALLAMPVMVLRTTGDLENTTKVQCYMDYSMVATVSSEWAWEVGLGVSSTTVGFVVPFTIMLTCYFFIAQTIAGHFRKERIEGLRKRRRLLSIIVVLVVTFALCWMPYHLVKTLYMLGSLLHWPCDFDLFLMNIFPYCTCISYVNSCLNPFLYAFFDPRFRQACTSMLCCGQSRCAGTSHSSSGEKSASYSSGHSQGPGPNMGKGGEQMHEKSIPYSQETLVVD
Jurkat NFkB inh: inhibitors of the PMA/ionomycin-induced NF-kB reporter in Jurkat cells; PMA/ionomycin-induced NF-kB luciferase reporter, luminescence; inhibition, % at 4 µM; 330,000 compounds, 0.53% hits; in the data active = inhibition above about 50%
Active calls of the source: *; nt = not tested or not shown; & = joins results of further samples. Random draw from the library; overall some 3% were active at least once.

1	Cc1noc(C)c1S(=O)(=O)N(C)C[C@H]1Oc2ccc(NS(=O)(=O)c3ccccc3)cc2C(=O)N([C@H](C)CO)C[C@@H]1C
2	CS(=O)(=O)Nc1ccc(C(=O)Nc2ccccc2-c2ccccc2)cc1
3	COc1ccc(Nc2nc(-c3ccccc3F)nc3ccccc23)cc1OC
4	CC(C)(C)n1nc2c(c1NC(=O)Cc1ccccc1)CS(=O)(=O)C2
5	O=C(NC1CC1)c1ccc(NC(=O)C2CCCC2)cc1
6	N/C(Cn1cncn1)=N\OC(=O)c1ccc(Cl)cc1Cl

screen / no.,1,2,3,4,5,6
EBI2 block,-8,-12,-19,-14,-4,5
CXCR6 block,-4,-2,-1,4,0,-27
Gli-Sufu antag,-14,-5,38,-34,1,8
697 NFkB inh,0,6,12,4,nt,-2
UBC13 inh,-5,-13,5,-6,nt,-3
CCR6 antagonist,14,-2,13,1,-12,-6
APJ antagonist,5,10,-5,-3,nt,-12
Jurkat NFkB inh,-5,-4,-21,10,nt,-7

7	Cc1cc(C)nc(NC(=NCCc2c[nH]c3ccccc23)NC(=O)c2ccco2)n1
8	OC(c1cc(-c2ccc(Cl)cc2)nc2ccccc12)C1CCCCN1 (stereo unspecified)
9	C/C=C/c1ccc(OCC(=O)Nc2ccncc2)c(OC)c1
10	C=CCN(C(=O)Cc1cccs1)c1nc(-c2ccc(S(C)(=O)=O)cc2)cs1
11	COc1cc(NC(=O)C(C)C)ccc1NC(=O)c1ccco1
12	CCOC(=O)c1c(C)[nH]c(C(=O)CN2C(=O)NC(CC)(c3ccccc3)C2=O)c1C (stereo unspecified)

screen / no.,7,8,9,10,11,12
EBI2 block,4,0,9,-2,-23,-1
CXCR6 block,8,-3,4,-11,1,1
Gli-Sufu antag,10,-1,-2,8,-65,2
697 NFkB inh,-6,nt,-9,9,-106,-14
UBC13 inh,21,nt,-1,-8,-1,-1
CCR6 antagonist,-11,8,2,3,-2,-16
APJ antagonist,-7,nt,-10,-10,-6,-17
Jurkat NFkB inh,-15,nt,9,-24,-97,-8

13	CC(=O)SC1CC(=O)C=C2CCC3C4CCC(=O)OC4(C)CCC3C21C (stereo unspecified)
14	CC1CCN(C(NC(=O)c2ccco2)C(=O)c2ccccc2)CC1 (stereo unspecified)
15	CCS(=O)(=O)C1=NN2C(=N)/C(=C\c3ccc(OS(=O)(=O)c4ccccc4)c(OC)c3)C(=O)N=C2S1
16	O=C(NCCNC(=O)c1ccco1)c1cccc(F)c1
17	COC(=O)C1C2C=CC3(CN(Cc4ccco4)C(=O)C13)O2 (stereo unspecified)
18	Cc1ccc(C(=O)Nc2cccc(NC(=O)c3cccnc3)c2)cc1

screen / no.,13,14,15,16,17,18
EBI2 block,-10,0,nt,-5,-1,-4
CXCR6 block,4,-1,nt,1,8,3
Gli-Sufu antag,3,-8,nt,3,-3,6
697 NFkB inh,nt,-2,-18,13,17,5
UBC13 inh,nt,-4,-19,7,-1,-3
CCR6 antagonist,7,14,nt,-3,9,13
APJ antagonist,nt,2,15,10,15,-23
Jurkat NFkB inh,nt,-19,-15,-13,2,-14

19	COc1ccc(C(=O)N(C)C2CCN(C)CC2)cc1S(=O)(=O)Nc1cc(Cl)ccc1Cl
20	O=[N+]([O-])c1ccc(OCc2cnc(Cl)s2)c([N+](=O)[O-])c1
21	COCCn1c(-c2ccco2)nc2nc3ccccc3nc21
22	Cc1ccc(NC(=S)N(C)Cc2cn(C)c3ccccc23)cc1
23	COc1cccc(-c2ccc3c(c2)S(=O)(=O)c2cccc(C(=O)O)c2C3=O)c1OC
24	CCCn1c(N)c(C(=O)CN(C)CC(=O)Nc2ccccc2C(F)(F)F)c(=O)[nH]c1=O

screen / no.,19,20,21,22,23,24
EBI2 block,nt,5,-9,-1,3,-2
CXCR6 block,nt,-2,3,-5,4,-1
Gli-Sufu antag,5,-23,-10,10,-7,-2
697 NFkB inh,13,-13,15,-9,14,21
UBC13 inh,1,0,8,10,-25,1
CCR6 antagonist,-1,8,1,8,-1,2
APJ antagonist,-6,-12,-12,-28,7,-12
Jurkat NFkB inh,2,-3,11,-20,-4,-7

25	O=C(C[n+]1cn(C(F)F)c2ccccc21)c1ccc(OC(F)F)cc1
26	Cc1cc(NC(=O)CCc2ccc(-c3ccccc3)o2)no1
27	Cc1ccc(S(=O)(=O)O)c(C)c1N1CCCC1=O
28	Cc1ccc(-c2noc(COc3ccccc3C)n2)cc1
29	Cc1cccc(/C=N/n2c(C)nc3ccccc3c2=O)c1
30	O=C(NCCN1CCCCC1)c1c(O)c2ccccc2[nH]c1=O

screen / no.,25,26,27,28,29,30
EBI2 block,0,5,2,6,0,-3
CXCR6 block,-13,0,7,3,2,-1
Gli-Sufu antag,2,3,-1,-25,24,34
697 NFkB inh,0,-39,0,-17,-21,-31
UBC13 inh,7,-4,-6,7,4,10
CCR6 antagonist,-11,1,-6,14,14,2
APJ antagonist,-86,-31,1,2,21,-8
Jurkat NFkB inh,0,-6,-10,-23,16,-24

31	Cc1ccc(N=Nc2c(=O)[nH]n3c(C)cc(C)nc23)cc1
32	CCCCCCSc1cc(-c2nc3ccc(Cl)cn3c2NCCCC)ccc1OC
33	COc1cc(/C=N/NC(=O)c2ccccn2)cc2c1OCO2
34	CC(C)n1c(NCc2cccs2)nc2ccccc21
35	NC(=O)C1=C[C@@H](c2coc3ccccc3c2=O)C[C@@H](OCc2ccc(CO)cc2)O1
36	COc1ccc(C[C@H]2CN3C(=NC[C@@H]3Cc3ccccc3)N2CCNC(=O)c2ccc(C)c(Br)c2)cc1

screen / no.,31,32,33,34,35,36
EBI2 block,-11,36&27,-2,-11,-6,14
CXCR6 block,0,10&3,-11,2,-2,-12
Gli-Sufu antag,1,14,-53,-5,-5,30
697 NFkB inh,-11,23,-34,3,-29,15
UBC13 inh,-195,1,-7,13,3,88*
CCR6 antagonist,6,16,-10,-8,9,-10
APJ antagonist,7,10,-1,-2,17,8
Jurkat NFkB inh,4,39,-40,-6,-2,10

A draw from above in order of heavy-atom count, descending:
36	COc1ccc(C[C@H]2CN3C(=NC[C@@H]3Cc3ccccc3)N2CCNC(=O)c2ccc(C)c(Br)c2)cc1
32	CCCCCCSc1cc(-c2nc3ccc(Cl)cn3c2NCCCC)ccc1OC
25	O=C(C[n+]1cn(C(F)F)c2ccccc21)c1ccc(OC(F)F)cc1
30	O=C(NCCN1CCCCC1)c1c(O)c2ccccc2[nH]c1=O
26	Cc1cc(NC(=O)CCc2ccc(-c3ccccc3)o2)no1
31	Cc1ccc(N=Nc2c(=O)[nH]n3c(C)cc(C)nc23)cc1
34	CC(C)n1c(NCc2cccs2)nc2ccccc21
27	Cc1ccc(S(=O)(=O)O)c(C)c1N1CCCC1=O

screen / no.,36,32,25,30,26,31,34,27
EBI2 block,14,36&27,0,-3,5,-11,-11,2
CXCR6 block,-12,10&3,-13,-1,0,0,2,7
Gli-Sufu antag,30,14,2,34,3,1,-5,-1
697 NFkB inh,15,23,0,-31,-39,-11,3,0
UBC13 inh,88*,1,7,10,-4,-195,13,-6
CCR6 antagonist,-10,16,-11,2,1,6,-8,-6
APJ antagonist,8,10,-86,-8,-31,7,-2,1
Jurkat NFkB inh,10,39,0,-24,-6,4,-6,-10

Remaining list, next part.
37	CCOc1ccccc1C(=O)NCC(=O)OCC(=O)NCCc1ccc(S(N)(=O)=O)cc1
38	COc1ccccc1OCCCCNCCO
39	CCC1=Nc2cc(C(=O)NCCN3CCOCC3)ccc2Sc2ccccc21
40	C=CCN1C(=O)/C(=C\C(C)=C\c2ccccc2)SC1=S
41	Cc1ccc(CSc2nc3sc(C)c(C)c3c(=O)n2Cc2ccco2)cc1
42	COc1ccc(N2CCN(C(=O)Cn3c(=O)[nH]c4ccccc4c3=O)CC2)cc1

screen / no.,37,38,39,40,41,42
EBI2 block,-7,-6,9,-2,-50,nt
CXCR6 block,-8,-4,-5,-3,11,nt
Gli-Sufu antag,19,2,23,-8,2,nt
697 NFkB inh,2,-8,3,2,6,7
UBC13 inh,3,0,3,-5,8,12
CCR6 antagonist,12,4,10,13,6,nt
APJ antagonist,2,-6,-12,14,16,4
Jurkat NFkB inh,-4,3,12,7,4,17

43	COc1cccc(NC(=O)CNC(=O)c2ccc([N+](=O)[O-])cc2)c1
44	COc1ncccc1C(=O)N1CCC(n2nccc2NC(=O)CC(C)C)CC1
45	COc1ccc(C(=O)N2CC(=O)Nc3ccccc32)cc1S(=O)(=O)N1CCCC1
46	CCCn1nnc(NC(=O)COc2cc(C)ccc2C(C)C)n1
47	Cc1ccc(C(=O)OCC(=O)Nc2ccccc2Cl)c(O)c1
48	O=C(CN1CCC(NC(=O)C2CCCCC2)CC1)NCc1ccco1

screen / no.,43,44,45,46,47,48
EBI2 block,-13,-5,-6,-6,-22,4
CXCR6 block,-3,4,-7,6,6,-4
Gli-Sufu antag,-3,-2,5,1,3,2
697 NFkB inh,3,-7,4,-8,4,20
UBC13 inh,4,-2,-15,3,21,1
CCR6 antagonist,-13,0,0,4,6,17
APJ antagonist,-12,-1,-18,7,0,3
Jurkat NFkB inh,-10,7,2,-18,5,17

49	CCCn1c(SC(C(=O)Nc2cccc(OC)c2)c2ccccc2)nc2ccccc2c1=O (stereo unspecified)
50	COc1ccc(S(=O)(=O)N(CC(=O)NCC2CCCO2)Cc2ccccc2)cc1C (stereo unspecified)
51	COC(=O)CNC(=O)C1Nc2ccccc2C2C=CCC12 (stereo unspecified)
52	COC(=O)CCC(NC(=O)c1cc(C)oc1C)C(=O)OC (stereo unspecified)
53	COc1ccc([C@H]2/C=C\CN(C(=O)C3CC3)[C@@H](C)C(=O)N2Cc2ccc(F)cc2)cc1
54	CCOc1ccccc1OCC(=O)NNC(=S)NC1CCCCC1

screen / no.,49,50,51,52,53,54
EBI2 block,-18,4,-7,-6,13,-6
CXCR6 block,0,-12,-10,1,-1,-2
Gli-Sufu antag,-5,-10,-4,5,-1,-3
697 NFkB inh,21,-23,2,17,11,7
UBC13 inh,3,-5,-42,1,9,-5
CCR6 antagonist,-1,-4,-5,-11,2,-9
APJ antagonist,-7,13,-61,-7,-60,10
Jurkat NFkB inh,-4,12,2,6,19,7

55	COc1ccc(CCN2CC(C(=O)Nc3cccc(C(C)=O)c3)CC2=O)cc1OC (stereo unspecified)
56	Cc1ccc(-c2nnc(N3CCN(C(=O)CSc4ncn[nH]4)CC3)c3ccccc23)cc1
57	CCOc1ccc(N=C(NC#N)SC)cc1
58	Cc1ccc(C(=O)NC(C)CCc2ccccc2)cc1S(=O)(=O)N1CCOCC1 (stereo unspecified)
59	O=C(NC1CCCc2c1cnn2-c1ccc(F)cc1F)c1csnn1 (stereo unspecified)
60	COc1ccc(-n2c(SCC(C)=O)nc3sc(C)c(C)c3c2=O)cc1

screen / no.,55,56,57,58,59,60
EBI2 block,11,-9,3,9,-3,3
CXCR6 block,-4,5,1,9,3,5
Gli-Sufu antag,2,-2,-3,-6,6,-1
697 NFkB inh,4,3,12,-10,-43,15
UBC13 inh,12,-3,-2,7,-5,-1
CCR6 antagonist,10,6,-4,16,8,-3
APJ antagonist,-19,5,-21,-7,1,20
Jurkat NFkB inh,8,-3,16,-2,-15,6

61	O=C(COc1ccc(Cl)cc1)NCc1n[nH]c(=O)c2ccccc12
62	Cc1ncc(C[n+]2csc(CCOC(=O)CC34CC5CC(CC(C5)C3)C4)c2C)c(N)n1
63	CC(C)(CNC(=O)c1ccc(Br)o1)N1CCOCC1
64	COC(=O)c1ccc(NC(=S)N2CCN(C(=O)c3ccco3)CC2)cc1
65	O=C(OCc1nnc(-c2ccccc2)o1)c1ccc2c(c1)OCO2
66	CC1CCCN(C(=O)C2CCC(CNc3c(N4CCCCC4)c(=O)c3=O)CC2)C1 (stereo unspecified)
67	Cc1noc(C)c1COc1cccc(C(=O)Nc2ccccc2)c1

screen / no.,61,62,63,64,65,66,67
EBI2 block,10,0,-1,8,-1,-6,2
CXCR6 block,-17,5,5,7,-2,-1,1
Gli-Sufu antag,-2,21,-2,2,-1,5,-5
697 NFkB inh,-11,-64,-3,15,15,12,-6
UBC13 inh,0,12,-8,0,4,17,5
CCR6 antagonist,3,4,3,5,4,1,2
APJ antagonist,18,9,-6,11,-1,-15,-20
Jurkat NFkB inh,6,-27,7,-2,-10,4,-3
